Compound activity from PubChem.
UHRF1 MBD2 ctr: blocks human UHRF1 binding to methylated DNA | UHRF1 binding to methylated oligo, TR-FRET | inhibition, % at 4.4 µM | actives 0.75% (n = 370,000); in the data active means inhibition above about 21%;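 further: UHRF1 SRA domain binding a hemimethylated CpG hairpin DNA probe; 0% = median of test compound wells and 100% = reference inhibitor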
NPR1 activator: GC-A (human) enzyme activation; P16066; HEK293 GC-A cells, cGMP TR-FRET, EC30 ANP; 0% at EC30 ANP, 100% saturating ANP; actives 0.14% (n = 370,000); AID 1671463; activation, % at 10 µM; in the data active means activation above about 40%
HTRA1 inh: HTRA1 (human) protease inhibition; recombinant HTRA1, FP-rhodamine activity-based probe, fluorescence polarization; inhibition, % at 5.96 µM; actives 0.5% (n = 340,000); AID 504803; in the data active means inhibition above about 36%;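 further: 0% = enzyme with DMSO and 100% = wells lacking enzyme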
SIAE primary: blocks human sialic acid acetylesterase | SIAE FP-Rh probe binding, fluorescence polarization | inhibition, % at 9.66 µM | actives 0.69% (n = 370,000) | AID 1053197 | Q9HAT2;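 active means inhibition above a cutoff: mean of compounds within the control limits plus 3 SD of those, cut at about 17% in these data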;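 further: 0% = plate median of compound wells and 100% = probe without SIAE protein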
TCR CD3 inh: inhibitors of human TCR-CD3 interaction; TAMRA-labeled TCR probe fluorescence, biochemical; inhibition, % at 9.4 µM; actives 0.37% (n = 360,000); in the data active means inhibition above about 19%;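 further: recombinant mutant TCR 2C K166C tagged with TAMRA read by polarization; 0% = receptor in buffer alone and 100% = receptor with positive control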
MBD2 DNA inh: inhibitors of human MBD2 binding to methylated oligonucleotide; Q9UBB5; TR-FRET; inhibition, % at 4.4 µM; actives 0.31% (n = 370,000); in the data active means inhibition above about 13%
PRMT1 FP inh: PRMT1 (human) inhibition, primary screen | Q99873 | recombinant PRMT1, activity-based probe fluorescence polarization | inhibition, % at 2.79 µM | actives 1.3% (n = 370,000) | AID 652257;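 active means inhibition above about 21% made by adding two undisclosed values, limit read from the data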
rCAG RNA binder: r(CAG) repeat RNA binding; TO-PRO-1 dye displacement fluorescence; actives 1.3% (n = 370,000); inhibition, % at 3 µM;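 active means inhibition above the plate cutoff, the mean of all test compounds on that plate plus 3 SD, cut at about 35% in these data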;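 further: 0% = DMSO alone and 100% = 100 µM mitoxantrone as full dye displacement; higher means more dye released from RNA so lower well fluorescence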
mABHD4 FP: inhibitors of mouse ABHD4; Q8VD66; purified mABHD4, FP-Rh probe fluorescence polarization; inhibition, % at 8.92 µM; actives 0.54% (n = 370,000);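 active means inhibition exceeding the mean over every tested compound plus 3 SD, cut at about 30% in these data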;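 further: 0% = plate median of compound wells and 100% = S159A mutant with DMSO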
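Test system: mouse ABHD4 enzyme, wild type. Reagent: FP-Rh fluorescent activity-based probe, added after compound pre-incubation. Timing: pre-incubation 45 min, probe exposure 60 min, at 25 °C. Technique: FP readout, ex 525 nm / em 598 nm. Benchmarks: high control S159A mutant with DMSO, low control median of compound wells.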
NPR2 activator: GC-B (human) receptor activation | P20594 | HEK293-GC-B cells, CNP EC30, cGMP TR-FRET; 0% at EC30 CNP, 100% saturating CNP | activation, % at 10 µM | actives 0.11% (n = 370,000);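 active means activation at 10 µM reaching about 35% in either raw or pattern-adjusted values, limit read from the data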
Target sequence (P20594 whole entry, looked up): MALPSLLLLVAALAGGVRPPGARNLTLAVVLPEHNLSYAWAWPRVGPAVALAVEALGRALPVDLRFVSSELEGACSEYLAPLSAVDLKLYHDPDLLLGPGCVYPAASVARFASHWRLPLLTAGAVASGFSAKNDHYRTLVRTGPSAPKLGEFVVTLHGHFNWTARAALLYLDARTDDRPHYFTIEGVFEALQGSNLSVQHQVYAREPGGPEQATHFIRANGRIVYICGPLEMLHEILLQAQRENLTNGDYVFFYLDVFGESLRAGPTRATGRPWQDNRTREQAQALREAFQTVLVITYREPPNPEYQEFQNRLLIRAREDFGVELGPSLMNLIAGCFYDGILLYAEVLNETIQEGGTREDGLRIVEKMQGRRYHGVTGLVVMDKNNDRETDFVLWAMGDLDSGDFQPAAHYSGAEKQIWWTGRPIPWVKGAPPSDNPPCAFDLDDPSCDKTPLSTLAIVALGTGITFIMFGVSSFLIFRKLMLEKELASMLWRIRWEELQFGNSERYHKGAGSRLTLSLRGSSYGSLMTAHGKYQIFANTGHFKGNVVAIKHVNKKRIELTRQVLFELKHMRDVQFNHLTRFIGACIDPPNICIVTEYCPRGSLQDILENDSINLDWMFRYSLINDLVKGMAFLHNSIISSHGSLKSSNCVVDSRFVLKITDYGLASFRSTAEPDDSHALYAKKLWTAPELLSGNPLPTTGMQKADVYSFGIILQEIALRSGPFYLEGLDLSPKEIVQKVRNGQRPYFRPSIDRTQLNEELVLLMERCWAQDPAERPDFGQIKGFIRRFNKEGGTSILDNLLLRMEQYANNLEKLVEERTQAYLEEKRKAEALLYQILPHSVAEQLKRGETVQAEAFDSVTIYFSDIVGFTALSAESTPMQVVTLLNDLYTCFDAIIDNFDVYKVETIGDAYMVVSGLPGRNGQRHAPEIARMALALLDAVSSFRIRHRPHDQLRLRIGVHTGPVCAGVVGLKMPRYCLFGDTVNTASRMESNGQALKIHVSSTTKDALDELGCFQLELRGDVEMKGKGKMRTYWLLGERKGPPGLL
* marks the source's active call; other numbers are inactive results; / = not tested or not shown. This is a subset; the hit share may differ from the screen's.

SMILES	UHRF1 MBD2 ctr	NPR1 activator	HTRA1 inh	SIAE primary	TCR CD3 inh	MBD2 DNA inh	PRMT1 FP inh	rCAG RNA binder	mABHD4 FP	NPR2 activator
CN1CCN(CCCNC(=O)c2ccc3c(c2)N(Cc2ccccc2)CCS3)CC1	-2.1	2.4	1.8	0.4	0.6	-6.4	-6.1	0.9	-2.9	-7.6
COc1ccc(-c2[nH]ncc2CN2CCN(Cc3cccs3)CC2)cc1F	1.6	-2.1	4.4	-2.1	-7.3	0.6	1.7	-3.4	4.2	-4.7
COc1nc(NCCO)nc(Nc2ccccc2F)n1	-0.5	0.8	1.7	-11.1	3.3	2.7	0.0	1.2	5.2	3.2
COc1ccc(CC(=O)Nc2cccc(C(=O)O)c2C)cc1	-2.1	3.1	-4.0	0.1	6.0	-5.8	-4.7	-2.0	3.6	7.7
COc1ccc(OC)c(NC(=O)CN(c2ccc(C(C)C)cc2)S(=O)(=O)c2c(C)noc2C)c1	-0.2	-6.0	-27.8	0.8	3.0	-6.6	1.3	3.1	-11.2	5.4
Cc1ccc(OCCCCn2cnc3ccccc32)cc1	5.4	1.3	-7.0	-1.1	-7.8	6.0	0.9	-3.1	2.5	1.1
COc1cccc(Nc2cc(C)nc3ccccc23)c1	0.1	-1.3	-9.2	5.1	4.6	-2.3	-0.5	3.3	1.6	-0.8
CC1CCCN(CCOCCOc2ccc(Cl)cc2Br)C1 (stereo unspecified)	-2.9	-0.6	-2.6	8.4	-3.4	-2.2	-2.2	-6.6	12.8	-3.8
COc1ccc(N2CCN(C(=O)CSc3ncnc4c3cnn4-c3ccc(OC)cc3)CC2)cc1	-0.5	1.0	2.4	1.8	7.8	0.9	-2.0	5.3	-2.5	6.9
COc1ccc(CCNC(=O)CSc2ccc(NC(C)=O)cc2)cc1OC	1.2	-6.0	1.1	5.2	-5.7	3.9	25.3*	-3.9	6.2	1.6
N#Cc1cccnc1Nc1cccc(Cl)c1	2.9	2.4	2.5	2.4	6.9	2.2	-1.8	-3.0	1.3	0.6
Cc1ccc(S(=O)(=O)NCc2cccnc2)cc1C(=O)N1CCCC1	-1.4	2.3	1.4	-4.1	12.7	-5.0	1.0	1.3	5.8	-5.3
Nc1nc(O)c(CC(=O)O)s1	0.2	-6.0	5.8	7.3	4.8	1.9	-3.6	-1.2	1.9	0.7
CCn1nc(C(=O)NCCc2ccc3c(c2)OCCO3)c2ccccc2c1=O	1.8	-5.5	-3.2	-1.6	-2.5	0.8	-0.3	0.2	-7.1	-3.4
COc1ccc(CNC(=S)Nc2ccccc2)cc1Cl	-1.9	0.0	-0.3	2.1	1.4	-2.7	-1.2	1.4	-1.6	-1.5
O=C1Cc2ccccc2C(=O)N1c1ccccc1	0.4	1.4	-1.7	-3.3	-0.3	-4.1	2.0	13.1	-3.7	-6.6
COc1ccc(/C=N/NC(=O)CSc2nnc(CCCc3ccc(OC)c(C)c3)o2)cc1	1.4	0.3	-11.4	-12.8	2.9	2.5	-0.8	0.7	-4.3	-6.2
CCOC(=O)c1c(NC(=O)CSc2nnc(-c3cccnc3)n2Cc2ccco2)sc(C)c1C	-0.6	-7.7	-17.3	4.2	3.0	-3.4	0.3	2.1	-4.2	-6.0
CCN(CC)CCCNc1oc(-c2cccc(Cl)c2)nc1C#N	-4.7	-4.0	-0.5	-1.7	-2.1	-1.7	-2.0	3.3	-0.6	-9.9
CC1(C(=O)NS(=O)(=O)c2cccc(Cl)c2)CCN1C(=O)CC1CCCC1 (stereo unspecified)	-1.4	-3.3	/	-4.6	8.4	1.2	0.3	4.7	11.5	9.8
O=C(CCc1nnc2ccc(NCc3ccco3)nn12)Nc1ccccn1	14.2	-5.5	5.8	-1.9	6.8	13.0	20.8	8.4	-8.1	-5.8
Cc1ccc2c(CN3CCN(CCO)CC3)cc(=O)oc2c1C	-3.6	0.1	4.4	0.3	-0.1	2.8	-2.6	-4.0	1.1	3.3
Cc1cc(NCCCO)n2c(nc3ccccc32)c1C#N	2.5	10.1	-2.3	4.7	-7.8	1.2	4.2	-1.5	-0.7	2.2
CCCc1cc(C(=O)NNC(=S)NCC)c2ccccc2n1	-1.5	-0.1	1.0	3.0	-4.3	0.3	-0.9	-0.6	13.2	-1.7
COc1ccc2cc(CNCCOCCOCCNCc3ccc4cc(OC)ccc4c3)ccc2c1	6.8	-32.4	13.4	2.1	1.7	1.1	1.9	5.2	29.1	-15.8
COC(=O)C1=C(C)N(Cc2cccc(C(F)(F)F)c2)C(=NCC2CC2)NC1c1ccccc1 (stereo unspecified)	1.3	-21.6	/	5.8	4.3	-5.3	-0.6	6.9	9.7	-11.5
CC1CN(S(=O)(=O)c2cccc3nsnc23)CC(C)O1 (stereo unspecified)	-4.5	1.4	2.5	-0.4	5.2	-3.8	-1.4	1.4	-3.1	1.3
C[C@H](CO)N1C[C@H](C)[C@@H](CN(C)S(=O)(=O)c2ccccc2)Oc2c(NC(=O)C3CC3)cccc2C1=O	-1.2	-1.0	-4.1	-0.5	2.5	0.8	-3.2	-3.8	5.3	2.4
CCn1c(SCC(=O)N(C)Cc2ccc(OC)c(F)c2)nc2cc(S(N)(=O)=O)ccc21	-0.1	0.3	3.7	5.5	2.8	-1.6	-2.9	-1.4	-5.6	3.8
O=C(O)c1cc(NS(=O)(=O)c2cccc3nsnc23)cc(C(=O)O)c1	1.0	1.2	-1.1	-1.2	-2.2	-8.3	-0.6	-2.1	-8.0	8.6
COc1ccc(S(=O)(=O)N2CCOC23CCN(C(=O)c2ccccc2Br)CC3)cc1	-1.9	-3.0	-3.1	-1.0	-6.9	2.4	-0.2	-2.5	2.9	1.9
CC(OC(=O)c1oc2ccccc2c1COc1ccccc1)C(=O)NC(N)=O (stereo unspecified)	-0.3	-4.3	-23.4	-22.9	4.4	0.7	-7.8	-3.7	-9.9	-13.8
C[C@@H]1CN([C@H](C)CO)C(=O)c2cc(C#Cc3ccccc3F)cnc2O[C@@H]1CN(C)S(=O)(=O)c1ccccc1F	-2.7	4.5	2.3	-3.7	-0.3	-7.5	0.4	3.8	8.3	3.1
O=C(CCN1CCOCC1)Nc1ccc2c(c1)CCC2	0.6	-1.2	-2.5	-2.2	10.3	-5.8	-1.4	-2.5	0.2	3.3
CN(CCCNC(=O)CCC(=O)N1CCOc2ccc(Cl)cc21)Cc1ccccc1	1.8	-20.7	-2.0	-0.4	1.2	-3.2	-6.6	-0.9	-4.7	-17.0
COc1ccc(CNC(=O)C[C@@H]2C[C@H]3c4cc(NC(=O)NC5CCCC5)ccc4O[C@H]3[C@H](CO)O2)cc1	0.8	0.5	-3.6	3.4	-7.9	-5.5	-2.9	5.3	-5.9	6.0
Cc1cc(=O)oc2cc(NC(=O)C(C)Oc3cccc(Cl)c3)ccc12 (stereo unspecified)	-0.5	-0.4	-17.5	-1.4	3.3	1.8	1.7	4.2	6.8	-5.9
COc1ccc(CCNC(=O)C2CCN(C(=O)c3ccc(Br)cc3)CC2)cc1	-0.3	1.3	-5.3	-4.0	1.6	0.5	0.6	-9.0	-2.2	0.5
CCN(CCO)c1ccc(NC(=S)Nc2cccc(S(=O)(=O)N(C)C)c2)cc1	-0.1	-1.7	24.7	11.5	-0.2	-2.8	8.6	7.6	29.1	-1.2
O=C(COc1ccc(Br)cc1Cl)NC(=O)Nc1ccc2c(c1)OCCO2	2.8	3.0	9.3	-4.8	7.8	-1.9	-2.3	0.4	1.2	-2.1
O=C(NCCc1ccccc1)OCc1cn(Cc2ccccc2F)nn1	2.2	0.6	/	-0.8	/	-0.3	-4.8	0.9	-0.5	3.4
O=C(Nc1ccc(Cl)cc1F)c1ccc(-n2cncn2)cc1	0.0	-0.8	1.7	1.0	4.6	-11.5	-3.0	4.5	-3.9	1.6
COc1ccc(Cl)cc1C(=O)Nc1ccc(Br)c(C)n1	-2.1	-4.5	-4.6	-10.2	6.5	4.2	0.8	1.6	3.7	-5.5
O=C(COC(=O)c1ccc2ncsc2c1)Nc1cc(Cl)ccc1F	-1.8	1.1	-10.4	-12.4	0.5	2.4	6.0	1.8	-9.4	-6.9
O=C1C2C(C(=O)N1Cc1cccnc1)C1C=CC2C12CC2 (stereo unspecified)	0.6	-2.8	5.9	-7.6	8.2	-1.5	-0.3	-2.6	2.9	6.9
O=C(c1ccc(Cl)nc1)N1CCC(Cc2ccccc2)CC1	-1.9	3.4	-4.8	3.4	-2.2	0.1	-10.9	-7.1	1.3	0.7
COc1ccc(OCCOC(=O)C(C)NS(=O)(=O)c2ccc(NC(C)=O)cc2)cc1 (stereo unspecified)	0.5	-1.4	1.0	-3.3	-2.0	1.7	-4.4	0.2	0.8	-7.2
CNC(=O)c1c(Cl)cnn1-c1ccc(F)cc1	-0.7	4.1	0.6	-5.8	-1.5	-3.4	2.3	-0.4	-5.3	5.1
O=C(NCCc1ccccc1)C1CCC(CNc2c(N3CCCCC3)c(=O)c2=O)CC1 (stereo unspecified)	-1.8	-2.2	-0.5	3.2	5.7	-4.6	-3.0	-1.8	5.7	-10.2
CCOc1cc(Cl)c(NC(=O)CC)cc1OCC	-4.5	0.1	2.3	-1.2	9.4	0.8	1.7	-2.8	3.1	6.6
Cc1cc2oc(=O)cc(CN3CCCCC3C)c2cc1C(C)C (stereo unspecified)	-1.2	0.2	-21.8	-5.7	7.8	3.9	0.1	11.2	8.6	-3.0
COc1cccc(-c2nc(-c3ccccc3)c3ccc(Cl)cc3n2)c1	1.6	-7.3	/	-2.2	-2.3	8.8	8.5	1.1	-8.5	-0.7
O=C(OCN1C(=O)c2ccccc2C1=O)c1cc(S(=O)(=O)N2CCOCC2)ccc1F	-2.8	8.3	2.8	3.9	9.9	-4.4	1.5	-3.8	5.0	6.5
COC(=O)C1=C(C)N(c2ccc(C)cc2)/C(=C/c2cccs2)C1=O	-0.6	18.1	4.2	1.9	-2.7	-1.7	-0.6	-2.5	-3.8	-12.7
CNC(=O)CN1C(=O)COc2ccc(S(=O)(=O)N3CCCCCC3)cc21	-1.9	-0.8	4.6	-2.4	3.8	1.4	-1.8	-1.9	5.4	1.1
COc1ccc(S(=O)(=O)NCCc2ccccc2)cc1OC	-0.1	-0.2	-0.3	-2.0	1.1	1.1	2.4	-3.3	1.9	-0.4
CCN(c1ccccc1)S(=O)(=O)c1ccc(Cl)c(NC(=O)CSc2nc(N)cc(=O)[nH]2)c1	1.4	-3.1	-6.5	0.4	-7.5	-0.7	6.0	16.7	-1.3	-0.9
CN(CC(=O)NCCc1ccc(S(N)(=O)=O)cc1)Cc1c(F)cccc1Cl	0.3	-0.5	2.5	-2.0	9.2	-2.3	-2.3	2.1	4.3	-0.2

Filtered by structure, those above with a thiophene ring, fused or not.
SMILES	UHRF1 MBD2 ctr	NPR1 activator	HTRA1 inh	SIAE primary	TCR CD3 inh	MBD2 DNA inh	PRMT1 FP inh	rCAG RNA binder	mABHD4 FP	NPR2 activator
COc1ccc(-c2[nH]ncc2CN2CCN(Cc3cccs3)CC2)cc1F	1.6	-2.1	4.4	-2.1	-7.3	0.6	1.7	-3.4	4.2	-4.7
CCOC(=O)c1c(NC(=O)CSc2nnc(-c3cccnc3)n2Cc2ccco2)sc(C)c1C	-0.6	-7.7	-17.3	4.2	3.0	-3.4	0.3	2.1	-4.2	-6.0
COC(=O)C1=C(C)N(c2ccc(C)cc2)/C(=C/c2cccs2)C1=O	-0.6	18.1	4.2	1.9	-2.7	-1.7	-0.6	-2.5	-3.8	-12.7
